From PubChem
ADAM10 inh: human ADAM10 inhibitors, primary screen, biochemical, QFRET, HTS. Disintegrin and metalloproteinase domain-containing protein 10 (Homo sapiens), O14672. inhibition, % at 7 µM. recombinant ADAM10, EDANS/DABCYL FRET peptide cleavage, 3 h. hit rate 0.62% among 370,000;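 active = inhibition above a per-campaign cutoff equal to the mean of compounds falling between control-based bounds plus 3 SD, cut at about 20% in these data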;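 also: 0% = DMSO wells while the 100% control is not disclosed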
Target sequence (O14672 214-748 limits assumed): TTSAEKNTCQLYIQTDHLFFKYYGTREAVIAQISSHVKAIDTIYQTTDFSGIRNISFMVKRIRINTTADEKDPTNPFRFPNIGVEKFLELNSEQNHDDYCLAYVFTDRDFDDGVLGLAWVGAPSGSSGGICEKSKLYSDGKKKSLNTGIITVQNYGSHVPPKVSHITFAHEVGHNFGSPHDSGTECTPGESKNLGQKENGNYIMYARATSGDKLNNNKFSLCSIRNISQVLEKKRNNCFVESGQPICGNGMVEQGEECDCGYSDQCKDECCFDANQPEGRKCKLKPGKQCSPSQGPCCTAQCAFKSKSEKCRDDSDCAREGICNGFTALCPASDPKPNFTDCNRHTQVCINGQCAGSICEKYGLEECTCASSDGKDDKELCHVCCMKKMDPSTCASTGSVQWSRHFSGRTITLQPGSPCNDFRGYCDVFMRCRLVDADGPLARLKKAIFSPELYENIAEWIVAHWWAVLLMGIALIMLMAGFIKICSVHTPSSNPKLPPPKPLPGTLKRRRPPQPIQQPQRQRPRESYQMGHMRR
Tn6 DDE FP: inhibitors of Tn6 peptide binding to fibrin DD(E), primary screen, biochemical, fluorescence polarization, human fibrin, Tn6 probe | Fibrin DD(E) TRITC-Tn6 fluorescence polarization displacement | hit rate 0.21% among 370,000 | inhibition, % at 8.3 µM | AID 720509, 2013;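 active = inhibition above a per-campaign cutoff: mean of compounds within control limits plus 3 SD, cut at about 15% in these data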;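 also: 0% = median of all compound wells on the plate and 100% = blocking peptide control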
HGIII-sPLA2 inh: human group III sPLA2 inhibitors, primary screen, biochemical, QFRET, BODIPY PC-A2 liposome substrate; hit rate 0.56% among 370,000; inhibition, % at 12.2 µM; AID 743126, 2013; Group 3 secretory phospholipase A2 (Homo sapiens), Q9NZ20; QFRET BODIPY PC-A2 liposome hydrolysis, fluorescence;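 active = inhibition above mean plus 3 SD of compounds lying within the high and low control bounds, cut at about 19% in these data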;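 also: 0% = median of test compound wells and 100% = no enzyme DMSO wells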
KLK7 zymogen act: proKLK7 zymogen activators, primary screen, biochemical, fluorescence intensity; AID 652039, 2013; Kallikrein-7 (Homo sapiens), P49862; purified proKLK7, EDANS-DABCYL substrate fluorescence; 100% is mature enzyme control, 0% vehicle; activation, % at 7 µM; hit rate 0.9% among 370,000;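 active = activation above the mean of all tested compounds plus 3 SD, computed per campaign excluding outliers beyond control limits, cut at about 13% in these data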
GC-B act: human GC-B receptor activators, primary screen, HEK293 GC-B cells, cGMP TR-FRET, EC30 CNP | Atrial natriuretic peptide receptor 2 (Homo sapiens), P20594 | activation, % at 10 µM | 0% at EC30 CNP, 100% saturating CNP | hit rate 0.11% among 370,000 | AID 1920062, 2024;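 active = activation at 10 µM reaching about 35% in either raw or pattern-adjusted values, limit read from the data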
rCAG RNA binder: binders of r(CAG) RNA repeats, primary screen, biochemical, fluorescence. hit rate 1.3% among 370,000. inhibition, % at 3 µM. AID 651821, 2012. r(CAG) RNA repeat, TO-PRO-1 dye displacement fluorescence;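 active = inhibition above the plate cutoff, the mean of all test compounds on that plate plus 3 SD, cut at about 35% in these data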;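 also: 0% = DMSO alone and 100% = 100 µM mitoxantrone as full dye displacement; higher means more dye released from RNA so lower well fluorescence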
FXN GAA850 act: FXN promoter activators, primary screen, cell-based, luciferase luminescence, HEK293 lucGAA850; hit rate 0.56% among 360,000; HEK293 lucGAA850 FXN promoter luciferase reporter, 24 h; percent of 10 µM SAHA response; activation, % at 6 µM;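 active = activation above the average of all compounds screened plus 3 SD, cutoff fixed separately per campaign, cut at about 7.5% in these data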;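 also: 0% = DMSO wells and 100% = 10 µM SAHA wells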
ARFGAP1 inhibitor: inhibitors of rat ARFGAP1 GAP activity, primary screen, biochemical, fluorescence polarization, GDP tracer; ADP-ribosylation factor GTPase-activating protein 1 (Rattus norvegicus), Q62848; Arfgap1-stimulated ARF1 GTP hydrolysis, GDP FP detection; inhibition, % at 16.5 µM; hit rate 0.26% among 360,000; AID 651572, 2012;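 active = inhibition above a per-plate limit, mean inhibition of low control wells plus 3 SD, cut at about 25% in these data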;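 also: 0% = DMSO wells with enzyme and 100% = wells lacking Arfgap1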
Target sequence (Q62848 1-136 limits assumed): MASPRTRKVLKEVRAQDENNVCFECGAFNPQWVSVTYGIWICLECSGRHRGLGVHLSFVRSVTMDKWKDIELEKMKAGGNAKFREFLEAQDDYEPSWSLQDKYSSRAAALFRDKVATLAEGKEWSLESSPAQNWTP
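Material – truncated rat Arfgap1 GAP domain · Buffer or medium – HEPES-based buffer, pH 7.5 · Reagent – human ARF1(Δ1-17)-GTP substrate · Dosing – 16.5 µM single point, 1.26% DMSO · Schedule – GTP hydrolysis reaction 2 h at 25 °C · Technique – GDP detection by fluorescence polarization · Benchmarks – No-Arfgap1 wells (100%) versus DMSO full-reaction wells (0%) · Repeats – single replicate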
GC-A act: GC-A stimulated cGMP production enhancers – HEK293 GC-A cells, cGMP TR-FRET, EC30 ANP, primary screen | activation, % at 10 µM | 0% at EC30 ANP, 100% saturating ANP | hit rate 0.14% among 370,000; in the data active = activation above about 40%
ASAP1 GAP inh: inhibitors of human ASAP1 ArfGAP activity, primary screen, biochemical, fluorescence polarization; inhibition, % at 16.5 µM; ASAP1-stimulated ARF1 GTP hydrolysis, GDP FP detection; Arf-GAP with SH3 domain, ANK repeat and PH domain-containing protein 1 (Homo sapiens), …; hit rate 0.19% among 360,000; AID 624377, 2012; in the data active = inhibition above about 25%;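 also: 0% = vehicle with enzyme and substrate and 100% = no enzyme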
Target sequence (Q9ULH1 325-724 limits assumed): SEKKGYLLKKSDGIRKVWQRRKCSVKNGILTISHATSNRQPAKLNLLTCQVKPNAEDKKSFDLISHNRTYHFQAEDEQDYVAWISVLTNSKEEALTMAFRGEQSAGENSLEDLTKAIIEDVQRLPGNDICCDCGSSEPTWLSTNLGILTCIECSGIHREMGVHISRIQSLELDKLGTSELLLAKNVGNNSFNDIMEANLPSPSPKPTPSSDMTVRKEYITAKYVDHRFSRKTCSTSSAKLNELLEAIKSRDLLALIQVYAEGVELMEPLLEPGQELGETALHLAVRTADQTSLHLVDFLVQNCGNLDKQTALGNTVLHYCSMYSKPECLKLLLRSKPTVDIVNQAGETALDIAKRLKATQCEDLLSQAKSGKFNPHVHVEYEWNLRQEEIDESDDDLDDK
* hit, by the source's call; · = no result given.

SMILES	ADAM10 inh	Tn6 DDE FP	HGIII-sPLA2 inh	KLK7 zymogen act	GC-B act	rCAG RNA binder	FXN GAA850 act	ARFGAP1 inhibitor	GC-A act	ASAP1 GAP inh
O=C(Nc1ccc(N2CCOCC2)nc1)c1ccc(Cl)cc1	0	8	2	-0.6	10	0	-1.0	-2	1	4
Nc1ccc(S(=O)(=O)Nc2nccs2)cc1	-2	2	2	-0.2	1	1	1.3	0	5	-2
CCN(Cc1ccncc1)C(=O)C1CCC(=O)N(Cc2ccc(Cl)cc2)C1 (stereo not drawn)	-15	5	8	-0.1	-1	-9	1.4	11	1	16
C=CCOc1c(Cl)cc(CNc2nccs2)cc1OC	1	5	2	-0.2	-1	0	-0.6	14	6	23
CC(C)(C)OC(=O)N1CCC[C@H]1C(=O)N/N=C/c1cccc2nccnc12	-8	4	2	-0.5	0	-9	1.1	11	-2	3
Cc1ccc(S(=O)(=O)CC(=O)N2CC(C)OC(C)C2)cc1 (stereo not drawn)	-10	4	3	-0.3	4	-3	-0.2	-6	-1	0
CCN(CC)CCCNc1ccc2ncn3c4ccc(O)cc4c(=O)c1c23	-25	4	-53	71*	-10	-33	1.5	1	-11	-23
CCOc1ccc(C(C)=O)cc1Cn1c(=O)oc2ccccc21	7	2	6	-0.1	-4	6	1.8	-6	-15	2
COC[C@H]1CCCN1c1cccc2c1S(=O)(=O)N(C1CC1)CC[C@@H](C)O2	-15	2	5	-0.6	0	5	·	·	2	·
O=C(OCCCc1cc2ccccc2c(=O)o1)c1ccc(C(F)(F)F)cc1	9	-2	7	-0.4	-1	-1	0.1	14	-2	6
CC1(C)CC(=O)C(C=NCC(O)c2ccccc2)=C(O)C1 (stereo not drawn)	-3	1	7	5.5	2	0	-1.1	-2	-3	2
Cc1ccc(-n2c(Cc3ccccc3)nnc2SCC(=O)NNC(=O)Cc2ccccc2)cc1	7	7	-26	0.1	-6	-11	-1.7	0	-7	11
CC(C)(C)OC(=O)N1CCN(CCNC(=O)c2ccccc2)CC1	4	-3	5	-0.3	6	-1	-0.6	2	5	0
Cc1ccc(-n2c(=O)c3sccc3n(Cc3cc(=O)n4ccccc4n3)c2=O)cc1F	-11	-2	13	-0.2	-3	-2	·	3	1	11
CN(C(=O)COC(=O)CCC(=O)c1ccc(Cl)cc1)c1c(N)n(Cc2ccccc2)c(=O)[nH]c1=O	-5	1	1	0.3	1	0	-0.1	13	4	-10
O=C(O)CC(SCC(=O)Nc1ccc(S(=O)(=O)N2CCCC2)cc1)C(=O)O (stereo not drawn)	-6	4	1	-0.4	3	5	-0.1	-6	1	12
O=C(CSc1nnc(Cc2ccccc2)o1)NCCc1ccccc1	2	-3	2	0.3	1	-5	0.6	7	-5	-10
O=C(CN1C(=O)C2CCCCC2C1=O)N1CCN(c2ccc(F)cc2)CC1 (stereo not drawn)	9	-3	3	-0.6	-1	0	2.1	2	5	-3
Cn1c(SCC(=O)NCc2cccs2)nnc1-c1cccs1	-3	-3	1	0.1	2	-2	2.1	3	2	0
CC(C)c1ccc(N2CC(C(=O)Nc3nccs3)CC2=O)cc1 (stereo not drawn)	-6	10	-4	0.9	0	1	1.4	-6	-4	8
O=C(NCCc1c[nH]c2ccccc12)OCc1cn(Cc2c(F)cccc2F)nn1	5	-3	-86	-0.2	4	2	·	·	2	·
O=C(COC(=O)c1ccccc1Br)Nc1cc(S(=O)(=O)N2CCOCC2)ccc1N1CCCC1	6	3	-12	0.7	-3	1	0.1	14	35	-7
COc1cccc(NC(=O)CN(C)C(C)C(=O)N2CCCC2)c1 (stereo not drawn)	-21	0	4	-0.5	3	1	-0.2	1	1	-5
CCOC(=O)C1(CC2CCCCO2)CCN(C(=O)Nc2ccc3c(c2)OCO3)CC1 (stereo not drawn)	-21	1	-1	-0.2	6	-7	0.4	6	4	-12
Cc1ccccc1NC(=O)CSc1nnc(-c2cc(-c3ccccc3)n[nH]2)n1N	0	-4	2	0.0	-6	4	·	·	2	·

Further structures follow:
SMILES	ADAM10 inh	Tn6 DDE FP	HGIII-sPLA2 inh	KLK7 zymogen act	GC-B act	rCAG RNA binder	FXN GAA850 act	ARFGAP1 inhibitor	GC-A act	ASAP1 GAP inh
COc1ccc(-n2c(SCC(=O)N/N=C(\C)c3cccnc3)nc3ccccc3c2=O)cc1	0	1	7	0.0	-3	4	-0.1	-13	1	-9
COc1ccc(-c2ccc(-c3cc(=O)oc4cc(OC)c(OC)c(OC)c34)cc2)cc1F	-4	0	3	-0.9	-1	4	-1.2	5	0	-10
O=c1ccn(Cc2ccccc2Cl)cc1	5	2	7	-0.7	3	0	-1.0	0	-2	-1
CCc1nnc(NC(=O)C2CC(=O)N(Cc3ccco3)C2)s1 (stereo not drawn)	-7	0	0	-0.5	4	-2	-1.0	0	-3	8
COc1ccc(CNC(=O)c2csc(Cc3ccc(OC)cc3)n2)cc1	1	-14	2	-0.4	-1	-6	0.0	-8	3	13
O=C(NCc1ccc2c(c1)OCO2)c1cccc(Cl)c1	0	-4	4	-0.1	-3	-3	0.1	1	6	3
CC(C)N1CCN(Cc2ccc(C#CC(C)(C)O)s2)CC1CCO (stereo not drawn)	-2	7	1	0.4	7	1	1.1	-6	3	-15
O=C(O)c1cccc(Oc2ccc(C(=O)O)c([N+](=O)[O-])c2)c1	-11	-4	6	-0.1	-1	-1	-2.0	-1	1	-1
O=C(CN1CCN(c2ccccc2O)CC1)Nc1ccc2c(c1)OCCCO2	-11	-1	3	-0.2	0	3	2.6	-6	2	10
CCc1ccc(OCc2nnc(SCC(=O)N3CCOCC3)o2)cc1	1	5	8	0.0	6	-1	1.0	-1	1	6
COc1ccc(Nc2cc(C)nc3ncnn23)cc1	-1	2	-2	-0.6	5	0	2.5	-16	1	4
COC(C(=O)Nc1ccccc1C(=O)N1CCOCC1)c1ccccc1 (stereo not drawn)	9	-1	3	-0.1	0	-2	0.8	19	-3	-6
COc1ccc(CC(=O)OCC(=O)Nc2ccc(F)cc2)cc1	-6	-4	-10	0.1	2	-5	-0.8	5	2	1
CCOC(=O)Cn1nc(NC(=O)c2cc(OC)cc(OC)c2)cc1C	-9	-1	10	-0.5	-2	-6	1.5	-3	5	-8
Cc1ccccc1CN(c1ccc(C(N)=O)cc1)S(C)(=O)=O	-7	0	2	0.3	-2	-2	1.7	12	1	-5
Cc1cc(C)n2nc(C(=O)Oc3ccc4c(c3)OCO4)nc2n1	-9	-4	0	-0.3	-5	0	0.8	-20	-3	1
CC(C)C[C@H](NC(=O)N1CCn2c1nc1ccccc12)C(=O)NCc1ccc2c(c1)OCO2	7	4	-7	-0.6	4	-3	-2.8	0	4	2
Cn1cccc1CNCC(O)c1ccccc1 (stereo not drawn)	0	3	3	-0.3	-3	0	2.8	-1	-6	-2
O=C(C[n+]1ccccc1)Nc1nc2ccccc2s1	15	5	-9	0.4	8	4	0.2	5	1	9
COc1ccc(Nc2nc3ccccc3n3cnnc23)cc1	0	7	-3	-0.1	-17	7	-0.5	-2	-2	6
CCCCCCP(=O)(O)c1ccccc1	11	-4	0	-0.3	-3	4	-1.0	-1	-3	4
Cc1cccc(C)c1-n1nnnc1-c1nc2cc3ccccc3cc2[nH]c1=O	-4	4	-6	-0.8	-11	9	·	6	-10	16
O=C(CCS(=O)(=O)Cc1cccc(Cl)c1)NCCc1ccccc1	3	-1	-9	0.4	6	-5	-0.1	10	1	-4
CC(c1ccccc1)N1C(=O)OC(C)(C)C1(C)O (stereo not drawn)	-1	2	7	-0.4	4	-2	1.2	-4	-2	-7
CCn1c(CNC(=O)C2CCCCC2)cc2ccccc21	-8	3	-6	-0.2	-5	1	2.5	13	-7	-11

Remaining list, next part:
SMILES	ADAM10 inh	Tn6 DDE FP	HGIII-sPLA2 inh	KLK7 zymogen act	GC-B act	rCAG RNA binder	FXN GAA850 act	ARFGAP1 inhibitor	GC-A act	ASAP1 GAP inh
CC1CCN(Cc2nnnn2-c2ccc(Cl)cc2)CC1	-3	1	-2	-0.3	1	-1	1.8	1	-1	3
CCCCN(C)CCNC(=O)CN1C(=O)CSc2ccc(S(=O)(=O)N3CCOCC3)cc21	2	-9	-2	-0.1	0	-4	2.5	-9	0	6
CN1CCN(NC(=O)c2ccc(Cl)c([N+](=O)[O-])c2)CC1	8	-1	-1	-0.3	4	0	0.8	9	-3	16
Cc1ccc(S(=O)(=O)N2CCN(C(=O)COC(=O)COc3ccccc3)CC2)cc1	-3	1	1	0.0	-4	-4	-2.3	6	0	-13
CCC1C(=O)N=C(SCC(=O)Nc2ccc(Br)cn2)NC1=O (stereo not drawn)	-1	-1	-1	-0.6	-2	3	1.2	-4	3	3
Cc1ccc(-c2csc3ncnc(-n4cnc5ccccc54)c23)cc1	-20	-3	0	0.5	2	-8	1.9	13	-5	-15
c1ccc(Cn2cc(-c3cccnc3)cn2)cc1	6	2	8	0.1	-1	-2	2.4	5	-1	-3
CN(CC(=O)O/N=C(\N)c1ccccn1)S(=O)(=O)c1ccc(Br)cc1	5	-1	-2	-0.1	2	-4	0.5	-6	2	-3
CC(CCc1ccccc1)NC(=O)CCNC(=O)Cn1ccc2ccccc2c1=O (stereo not drawn)	1	-1	-2	0.2	-1	-3	-1.8	7	0	-1
COc1ccc(NC(=O)c2cc(-c3ccc(C)cc3)on2)cc1OC	4	3	-3	-1.9	-4	0	0.1	-8	4	-9
COc1ccc(S(=O)(=O)N2CCCCCC2)cc1C(=O)N(C)Cc1cccs1	-7	-5	0	0.2	2	-5	1.8	2	3	-6
CC(=O)c1ccccc1OCC(O)Cn1ccnc1 (stereo not drawn)	0	-1	-1	0.0	0	-2	-0.8	-1	2	-4
CCc1nc2ccccc2c(C(=O)OCC(=O)Nc2cccc(S(=O)(=O)NC3=NCCCCC3)c2)c1C	15	-4	-46	0.8	10	2	-1.8	9	7	0
COC(=O)C[C@@H]1C[C@@H]2c3cc(NC(=O)NC4CCCCC4)ccc3O[C@@H]2[C@H](CO)O1	-8	-1	9	-0.8	3	-2	-1.1	1	0	2
